TrxR1 substrate: substrates of rat thioredoxin reductase 1; actives 0.01% (n = 390,000); AID 588456; purified TrxR1 substrate turnover, NADPH consumption readout; Potency, µM (top dose mostly 114 µM), without a hit: at the top dose activity change, negative = substrate turnover; O89049; note: potency is the fitted concentration of half-maximal effect; % is set by controls: 0 for no effect and ±100 for the full control effect; nearly all actives have a fitted effect of over 50% in size
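Rat TrxR1, dispensed at 90 nM, was prereduced with 400 uM NADPH (final) for 5 min at ~22 deg C, then incubated with compound 15 min before 400 uM selenite. A first-read NADPH fluorescence drop versus no-compound background flagged substrates.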
IDH1 R132H inh: inhibitors of human mutant IDH1 R132H. AID 602179. IDH1-R132H enzyme, NADPH consumption, diaphorase/resazurin fluorescence. Potency, µM (highest dose often 76.6 µM), for the others: at the highest dose activity change, negative = inhibition, most hits filed as inhibitors. actives 0.093% (n = 390,000); note: potency is the fitted concentration of half-maximal effect; % is set by controls: 0 for no effect and ±100 for the full control effect; nearly all actives have a fitted effect of over 65% in size
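IDH1-R132H (0.5 ug/mL dispensed) in pH 7.5 Tris buffer was preincubated 30 min with compound, then given a substrate mix of 0.016 mM NADPH and 2 mM alpha-KG for 80 min at room temperature; remaining NADPH was read by diaphorase/resazurin fluorescence.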
Glioma ERSR ind: induces the endoplasmic reticulum stress response in human glioma cells; U87-MG GRP78 promoter luciferase reporter, 16 h; Potency, µM, inactives show top-dose activation, hits mostly activators; actives 0.02% (n = 420,000); note: potency is the fitted concentration of half-maximal effect; series mostly up to about 76 µM; % of control where 0% means no effect; nearly all actives have a fitted effect of over 35% in size
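ERSR induction read as luciferase luminescence (Bright-Glo, 10 min at room temperature) in stably transfected human U87-MG glioma cells exposed to compounds for 16 h, using GRP78 as sensor.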
USP1 inh: blocks the human USP1/UAF1 deubiquitinase complex | recombinant USP1/UAF1, Ub-Rhodamine cleavage fluorescence | Potency, µM (top dose mostly 57.1 µM), for the others: top-dose activity change, negative = inhibition, usual class: inhibitors | actives 0.23% (n = 390,000); note: potency is the fitted concentration of half-maximal effect; % is set by controls: 0 for no effect and ±100 for the full control effect; nearly all actives have a fitted effect of over 60% in size; inactives centre near -12
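In this screen, compounds sit with the deubiquitinase complex (1nM) for 15 min at room temperature before Ub-Rho is added at 150nM final. Fluorescence rise is then followed for 6 reads every 60 seconds.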
Vif-APOBEC3G blk: Vif-A3G binding inhibition; Q9HC16; HeLa A3G-eYFP + Vif (tagged APOBEC3G with the HIV-1 protein that degrades it), YFP fluorescence, overnight; Potency, µM (top dose mostly 46.1 µM), for inactives: at the top dose activity, negative = active, usual class: inhibitors; actives 0.076% (n = 410,000);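 note: potency is the fitted concentration of half-maximal effect; % is set by controls: 0 for no effect and ±100 for the full control effect; nearly all actives have a fitted effect of over 60% in size; hits raise eYFP signal because A3G escapes Vif-driven loss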
Target sequence (Q9HC16 whole entry, looked up): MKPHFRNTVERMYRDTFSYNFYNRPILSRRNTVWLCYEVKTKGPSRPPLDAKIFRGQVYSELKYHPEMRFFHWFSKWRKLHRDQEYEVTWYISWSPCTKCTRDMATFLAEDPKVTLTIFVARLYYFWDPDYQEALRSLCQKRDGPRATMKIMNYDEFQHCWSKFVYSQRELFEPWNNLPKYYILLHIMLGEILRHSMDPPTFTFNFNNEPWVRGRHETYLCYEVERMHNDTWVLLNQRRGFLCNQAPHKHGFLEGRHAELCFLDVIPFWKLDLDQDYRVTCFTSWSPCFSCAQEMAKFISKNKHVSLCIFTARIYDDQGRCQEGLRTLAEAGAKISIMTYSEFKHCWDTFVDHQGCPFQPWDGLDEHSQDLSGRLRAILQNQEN
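HeLa cells stably expressing Vif and C-terminally eYFP-tagged A3G, seeded overnight at 37 deg C, then exposed to compound by pintool overnight at 37 deg C. Rise in yellow fluorescence (Ex 488/Em 500-530, Acumen) marks blocked Vif-driven A3G degradation.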
PI4K2A block: inhibitors of human PI4K2A | Q9BTU6 | purified PI4K2A, ADP-Glo luminescence, 1 h; stronger effect = lower value | activity change, negative = inhibition, % at 76.9 µM | actives 0.13% (n = 420,000) | AID 1346378; in the data active = activity change below about -50%; inconclusive = mostly about -30% to -49%;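 note: -100% = wells without enzyme as full effect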
Target sequence (Q9BTU6 whole entry, looked up): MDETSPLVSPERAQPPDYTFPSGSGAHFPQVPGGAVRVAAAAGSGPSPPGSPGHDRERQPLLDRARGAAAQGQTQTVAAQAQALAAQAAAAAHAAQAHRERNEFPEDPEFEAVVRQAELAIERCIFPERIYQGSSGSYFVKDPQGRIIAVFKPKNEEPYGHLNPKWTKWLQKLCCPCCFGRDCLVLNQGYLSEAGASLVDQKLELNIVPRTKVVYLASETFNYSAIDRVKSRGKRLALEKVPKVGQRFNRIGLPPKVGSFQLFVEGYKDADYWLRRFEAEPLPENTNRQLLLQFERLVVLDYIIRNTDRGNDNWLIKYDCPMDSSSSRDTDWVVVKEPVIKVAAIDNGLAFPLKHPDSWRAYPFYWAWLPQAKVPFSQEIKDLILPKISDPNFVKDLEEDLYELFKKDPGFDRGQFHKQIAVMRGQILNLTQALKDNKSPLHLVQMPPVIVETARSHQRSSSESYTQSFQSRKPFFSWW
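PI4K2A activity was measured by ADP-Glo luminescence: enzyme (4 ug/mL stock) and phosphatidylinositol (1.2 mM stock) in Tris pH 7.5/MgCl2/EGTA/Triton X-100 buffer were reacted with ATP (300 microM stock) for one hour at ambient temperature.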
Vif-APOBEC3F blk: inhibitors of Vif-A3F interaction | HeLa A3F-eYFP + Vif (tagged APOBEC3F with the HIV-1 protein that degrades it), YFP fluorescence increase | Potency, µM (titrated, usually from 46.1 µM), for the others: top-dose activity, negative = active | actives 0.2% (n = 390,000) | AID 602313; note: potency is the fitted concentration of half-maximal effect; % of control where 0% means no effect; nearly all actives have a fitted effect of over 65% in size
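Fluorescence increase (Ex 488/Em 500-530) after overnight compound treatment at 37 deg C flags inhibition of Vif-driven A3F-eYFP loss in stable HeLa A3F-eYFP/Vif cells seeded overnight beforehand.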
LDHA block: inhibitors of human lactate dehydrogenase A; P00338; purified LDHA, NADH/diaphorase-resazurin fluorescence; stronger effect = lower value; actives 0.15% (n = 480,000); activity change, % (values are at about 110 or 230 µM); in the data active = activity change below about -30%; inconclusive = mostly about -25% to -30%;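 note: plate controls were DMSO wells for no effect and wells without enzyme for full effect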
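Human LDH5 (2 nM) was incubated with 0.06 mM NADH and 0.2 mM pyruvate for 5 min at room temperature in Tris pH 7.4. Remaining NADH was coupled through diaphorase/resazurin, and resorufin fluorescence was read at 0 and 20 min.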
RXFP1 ag: RXFP1 (human) receptor agonism. Q9HBX9. HEK293T-RXFP1 cAMP TR-FRET, 30 min; response scale: percent of porcine relaxin response, buffer zero. Potency, µM (doses to about 57.5 µM), without a hit: at the highest dose activation, hits mostly activators. actives 0.3% (n = 370,000); note: potency is the fitted concentration of half-maximal effect; % is set by controls: 0 for no effect and ±100 for the full control effect; nearly all actives have a fitted effect of over 60% in size; many of its hits are not listed in these tables
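cAMP rise read by TR-FRET after 30 min, 37C compound exposure (up to 58 uM) in RXFP1-transfected HEK293 cells with Ro 20174 present. EC50 from Hill-equation fits, with 29 nM porcine relaxin as 100% and buffer as basal.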
* = called active by the depositor; ? = inconclusive; nt = no result given; & = joins results of further samples; [ ] = dose if it differs, or a comment. Unless noted, calls come from the whole dose curve; as a rule, active = well fitted curve in the direction sought with a large enough effect; inconclusive = small, poorly fitted or top-dose-only effect, or another doubt; inactive = no such curve, though single readings can be large; an effect the other way counts as inactive or inconclusive.

SMILES	TrxR1 substrate	IDH1 R132H inh	Glioma ERSR ind	USP1 inh	Vif-APOBEC3G blk	PI4K2A block	Vif-APOBEC3F blk	LDHA block	RXFP1 ag
Cc1ccc(OCC(=O)NC(=S)Nc2cccc(NC(=O)c3ccc(Cl)cc3Cl)c2)cc1	-5%	-3%	-1%	-3%	2%	3	-11%	-6	1.1%
CCOC(=O)C1=C(CN2CCN(c3ccccc3OC)CC2)NC(=O)NC1c1ccccc1 (centres undefined)	2%	-8%	5%	?	1%	4	1%	-1	-0.4%
NC(=O)C1CCN(C2CC(=O)N(Cc3ccc(N4CCCC4=O)cc3)C2=O)CC1 (centres undefined)	16%[57.1 µM]	2%	-2%	-6%	0%	2	-21%	-8	1.4%
O=C(CCCCn1c(=O)c2ccccc2n(CC(=O)Nc2cccc(F)c2)c1=O)NCCc1ccccc1	-1%	6%	-3%	-22%	0%	4	6%	-3	4.8%
CCOc1ccc(OCCOCCOc2ccccc2Cl)cc1	-1%	3%	-1%	-19%	-8%	0	-2%	2	0.5%
COc1cc(C(=O)OCC(=O)NC(=O)NC2CCCCC2)cc(Cl)c1OC	-5%	7%	-6%	-11%	3%	8	-5%	0	1.6%
CCOC(=O)N(C)c1c(CC)nc2c(OCCC3CCCCC3)cccn12	nt	nt	0%	nt	?	2	nt	0	nt
CC(C)(C)NC(=O)Cn1nnc(-c2ccccc2Cl)n1	8%	3%	5%	-11%	1%	6	-3%	2	1.0%
Nc1ncnc2c1nc(SCCO)n2Cc1ccccc1	-7%	11%	-8%	-1%	-3%	?	-8%	-9	4.8%
O=C(CN1CCC(NC(=O)Cc2ccccc2)CC1)Nc1ccccc1Br	6%	4%	-4%	1%	-3%	-1	1%	-9	1.0%
COc1ccc(C2(CNC(=O)CCC(=O)O)CCCC2)cc1OC	-1%	2%	-2%	6%	-4%	1	-3%	-9	5.6%
Cc1ccccc1CSCCNC(=O)COc1ccc(Cl)cc1	7%[57.1 µM]	6%	-2%	-21%	0%	0	7%	0	0.0%
N/C(=N\OC(=O)CC1CCCCC1)c1ccncc1	2%	13%	3%	-21%	2%	-4	2%	2	1.2%
COc1cccc(-n2ccnc2SCC(=O)Nc2nccs2)c1	6%[57.1 µM]	4%	-1%	5%	-1%	11	-6%	-1	-0.5%
COc1ccc([C@H]2CC(=O)C=C(c3ccc(SC)cc3)C2)cc1OC	1%	6%	-4%	?	2%	0	7%	-1	2.1%
O=C1c2ccccc2C(=O)N1CCOCCN1C(=O)c2ccccc2C1=O	-4%	1%	-3%	-14%	2%	5	2%	-5	0.8%
C#CCOCCOCCOCCNc1nc(N2CCN(C(=O)Cn3cc(CCCN=C(N)N)nn3)CC2)nc(N2CCN(C(=O)[C@H]([C@@H](C)O)n3cc(CCCCN)nn3)CC2)n1	-1%	4%	-2%	?	2%	-1	-6%	5	0.0%
CCOc1ccc(N(CC)C(=O)COc2cc(=O)n(CC)c3ccccc23)cc1	-3%	17%	-4%	-10%	0%	0	-13%	-6	-1.8%
CCOc1cc(C)nc(NCc2ccccc2)n1	12%[57.1 µM]	-1%	0%	-3%	?	-2	-12%	-1	1.1%
COc1ccccc1-n1c(=O)[nH]c2c(C(N)=O)nc(CC(C)C)nc21	8%	-13%	-2%	-14%	-1%	-8	2%	0	0.2%
COc1ccc(N2CCN(Cc3nc4c(c(=O)n(C)c(=O)n4C)n3CC(C)=O)CC2)cc1	0%	3%	-6%	-11%	4%	0	2%	-1	0.7%
S=C(NCCc1ccccc1)Nc1ccccn1	-4%	2%	6%	-7%	0%	4	-12%	-8	3.0%
COc1cccc(OCCSc2nc(C)c(Cc3ccccc3)c(=O)[nH]2)c1	1%[57.1 µM]	0%	-5%	-6%&-4%	1%	0&-4	10%	-9&-14	5.0%&2.8%
COC(=O)[C@H](Cc1ccccc1)NC(=O)[C@@H](N)CC(=O)O	4%	-4%	-3%&-3%	4%	-1%	-1&0	9%	-16	nt
COc1ccc(C[C@H]2CN3C(=NC[C@H]3C)N2CCNC(=O)c2ccc(C)c(Br)c2)cc1	7%[57.1 µM]	-3%	-4%	-21%	4%	11	4%	-3	-0.7%
Cc1ccc(N(CC(N)=O)C2SC(=O)N(C)C2=O)cc1 (centres undefined)	1%	-2%	-1%	-20%	0%	-12	-7%	-3	2.8%
CCOc1ccccc1C(=O)NCC(=O)Nc1ccc(-c2ccccc2)cc1	13%[0.0914 µM]	-12%	4%	-4%	-1%	3	10%	-9	22%
Cc1cc(C)n(C(=O)c2cccc(S(=O)(=O)N3CCCCC3)c2)n1	-1%	4%	-1%	1%	-1%	-16	11%	-3	-3.4%
COC(=O)c1ccc(C)c(NC(=O)c2ccc(CN3CCc4ccccc4C3)cc2)c1	-3%	1%	-5%	-13%	-3%	3	-4%	-4	2.9%
Cc1ccc(-n2nnnc2SCC(=O)NCC2CCCO2)cc1C (centres undefined)	-1%	-1%	2%	2%	1%	-7	-22%	-5	0.3%
O=C(COC(=O)c1cc(Br)ccc1O)Nc1cc(S(=O)(=O)N2CCCC2)ccc1Cl	1%	6%	-3%	-20%	0%	16	-10%	-1	1.2%
CCCc1c2c(cc3c(=O)cc(C(=O)OCC)oc13)CCCC2	-3%	-8%	-2%	-17%	-1%	3	-4%	0	-4.2%
COc1cccc(C(O)C2OC(=O)c3ccccc32)c1OC (centres undefined)	7%[57.1 µM]	11%	-3%	-6%	3%	1	15%	-9	nt
Nc1nc(-c2ccc(F)cc2)cc(C(F)(F)F)n1	22%	3%	-5%	-9%	0%	-8	3%	-3	1.2%
CCc1ccc(C(=O)c2cn(CC(=O)Nc3cc(OC)ccc3OC)c3nc(C)ccc3c2=O)cc1	-1%[57.1 µM]	-12%	-4%	-31%	2%	-5	-2%	-4	-0.8%
Cc1cccc(C)c1NC(=O)CCS(=O)(=O)c1ccc(Br)cc1	-12%	-9%	-3%	-6%	0%	-2	-10%	-5	0.0%
Cc1nnc(SCC(=O)NNC(=O)c2ccco2)s1	9%[57.1 µM]	4%	-1%	-17%	2%	0	0%	-3	-0.3%
C=CCc1cccc(/C=N/n2cnnc2)c1O	-5%	-6%	-2%	-1%	-7%	8	?	3	3.1%
COCC1CCN(C(=O)c2cc(COc3ccc4c(c3)CCCC4)on2)C1 (centres undefined)	-6%	2%	-1%	0%	0%	-6	1%	3	-1.9%
Cc1ccc(CCC(=O)Nc2ccccc2F)s1	-11%	0%	-4%	-12%	-3%	-9	-7%	-10	3.2%
O=C(C1CC(=O)N(C2CCCC2)C1)N1CCN(c2cccc(Cl)c2)CC1 (centres undefined)	-5%	2%	-4%	-12%	0%	-3	-20%	0	-0.4%
C/C(=N/NC(=O)c1ccco1)c1cccnc1	-3%	-1%	0%	2%	1%	-1	-6%	-1	0.6%
Cc1cc(OCC(O)CN2CCOCC2)cc(C)c1Cl (centres undefined)	-2%[57.1 µM]	4%	-3%	0%	1%	-2	-8%	-9	-2.6%
O=C(OCC(=O)N1CCN(C(=O)c2ccco2)CC1)c1cc(S(=O)(=O)Nc2ccc(Cl)cc2)ccc1O	2%[57.1 µM]	-2%	-10%	-10%	-3%	2	0%	-4	0.5%
Cc1ccc(N(C)C(=O)c2cc(S(=O)(=O)N3CCc4ccccc43)cn2C)cc1	-8%[57.1 µM]	8%	-2%	-7%	0%	-3	-1%	2	1.2%
C[C@]12c3[nH]c4ccccc4c3CCN1C(=O)C(CC(=O)NCCCn1ccnc1)C[C@@H]2C(=O)N1CCOCC1 (some centres undefined)	-2%	3%	-3%	-17%	-3%	1	5%	-6	nt
Cn1cnc2cc(NCc3ccccc3Cl)ccc21	-3%	-5%	2%	-14%	2%	-1	0%	17	1.4%
CNC(=S)N1N=C(c2ccccc2)CC1c1ccccc1Cl (centres undefined)	-7%[57.1 µM]	-1%	-8%	-30%	-6%	-2	-2%	-2	6.4%
COc1ccc(C(=O)Nc2ccc(CN3CCOCC3)cc2)cc1	-1%	4%	-2%	-10%	2%	6	nt	-4	1.9%
CCCCc1ccc(-n2nnnc2SCC(=O)Nc2cc(OC)c([N+](=O)[O-])cc2C)cc1	-8%	-1%	-4%	-10%	0%	3	-12%	-5	2.5%
O=C(Nc1ccc(-c2cn3c(n2)SCC3)cc1)c1ccco1	8%[57.1 µM]	3%	-2%	-9%	-5%	-3	-1%	-7	-0.7%
CCOc1ccc(NC(=O)CN(C)C(=O)c2c(-c3c(F)cccc3Cl)noc2C)cc1OCC	-11%[57.1 µM]	-4%	-3%	-4%	6%	1	-12%	0	-0.5%

Pulled by compound from the list above, three records:
SMILES	TrxR1 substrate	IDH1 R132H inh	Glioma ERSR ind	USP1 inh	Vif-APOBEC3G blk	PI4K2A block	Vif-APOBEC3F blk	LDHA block	RXFP1 ag
CCOc1ccc(NC(=O)CN(C)C(=O)c2c(-c3c(F)cccc3Cl)noc2C)cc1OCC	-11%[57.1 µM]	-4%	-3%	-4%	6%	1	-12%	0	-0.5%
CCCCc1ccc(-n2nnnc2SCC(=O)Nc2cc(OC)c([N+](=O)[O-])cc2C)cc1	-8%	-1%	-4%	-10%	0%	3	-12%	-5	2.5%
O=C(OCC(=O)N1CCN(C(=O)c2ccco2)CC1)c1cc(S(=O)(=O)Nc2ccc(Cl)cc2)ccc1O	2%[57.1 µM]	-2%	-10%	-10%	-3%	2	0%	-4	0.5%

Screening data (PubChem)

A portion of the library, so the mix of outcomes need not match the whole.
